# Screens (PubChem)
# EBV gp42 inh: inhibitors of Epstein-Barr virus glycoprotein 42; 220,000 tested, 0.42% active; Fluorescence polarization binding assay, mP read-out; inhibition, % (tested at 21.74 µM); Q1HVG2; in the data active means inhibition above about 50%
# Target sequence (Q1HVG2 whole entry, looked up): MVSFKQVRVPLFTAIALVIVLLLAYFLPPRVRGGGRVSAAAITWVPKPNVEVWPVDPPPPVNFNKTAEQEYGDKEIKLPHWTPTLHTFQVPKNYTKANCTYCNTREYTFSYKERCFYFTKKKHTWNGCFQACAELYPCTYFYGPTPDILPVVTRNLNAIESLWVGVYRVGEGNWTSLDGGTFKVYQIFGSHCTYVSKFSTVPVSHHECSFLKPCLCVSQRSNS
# Runt-SMMHC FRET: Runt domain-CBFb-SMMHC interaction inhibition | 220,000 tested, 0.74% active | Q01196+Q13951 | Cerulean-Runt/Venus-CBFb-SMMHC FRET ratio 530/480, 1 h | inhibition, % at 20 µM;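 active means mean inhibition across duplicate retests at 20 µM reaching about 50%, limit read from the data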;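 further: 0% = DMSO wells and 100% = wells with excess untagged CBFb-SMMHC; inhibitors lower the FRET ratio by blocking Runt binding to CBFb-SMMHC; some results filed as inactive read as strong as hits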
# p47phox inh: inhibitors of human p47phox binding. inhibition, % at 24.7 µM. 220,000 tested, 0.53% active. p47phox/p22phox peptide binding, fluorescence polarization, 2 h. P14598. AID 1274;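 active means inhibition above about 30%, limit read from the data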;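 further: 0% = p47phox with labelled peptide and 100% = labelled peptide alone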
# Target sequence (P14598 whole entry, looked up): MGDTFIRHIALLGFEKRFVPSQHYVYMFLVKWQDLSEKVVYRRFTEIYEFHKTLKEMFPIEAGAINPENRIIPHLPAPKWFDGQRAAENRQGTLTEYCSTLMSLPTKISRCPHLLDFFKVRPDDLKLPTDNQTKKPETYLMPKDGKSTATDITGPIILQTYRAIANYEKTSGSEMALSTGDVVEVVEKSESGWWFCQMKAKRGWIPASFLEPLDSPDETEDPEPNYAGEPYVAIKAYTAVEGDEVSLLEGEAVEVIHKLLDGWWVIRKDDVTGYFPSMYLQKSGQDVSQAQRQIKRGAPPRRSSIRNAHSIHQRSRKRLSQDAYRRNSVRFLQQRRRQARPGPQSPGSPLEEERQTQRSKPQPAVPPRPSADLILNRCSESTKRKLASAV
# TNF death inh: TNF-alpha cell death inhibition in Jurkat FADD-/- cells; Jurkat FADD-/- TNF necroptosis rescue, ATP luminescence, 24 h; 0 = TNF only, 100 = no-TNF cells; activation (protection from cell death), % at 10 µM; 220,000 tested, 0.068% active;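 active means activation, meaning protection from cell death, of at least 50% relative to plate controls; inactive means activation below 50%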;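 further: necroptosis triggered by 40 ng/mL TNF-alpha added together with compound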
# CHOP inhibitor: blocks CHOP induction under ER stress; AID 2732; inhibition, % at 10 µM; 220,000 tested, 3.8% active; CHO-K1 CHOP-promoter luciferase, tunicamycin-induced, 15-18 h;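 active means compounds that reduced the stress-induced luciferase reporter signal by more than about 70% of percent inhibition, limit read from the data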;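 further: 0% = tunicamycin plus vehicle and 100% = wells without tunicamycin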
# TRPN1 ag: activates the zebrafish TRPN1 channel; HEK293 zebrafish TRPN1-YFP, Fluo-8 calcium fluorescence; 100% = response to 87 µM carbachol; activation, % at 3 µM; 220,000 tested, 0.18% active; AID 1424;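 active means activation above its plate's cutoff, the mean activation of test wells on that plate plus 3 SD, cut at about 19% in these data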;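 further: 0% = DMSO alone and 100% = 87 µM carbachol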
#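 Control set: carbachol 87 µM as high control, DMSO as low control; system: HEK293 stable line with zebrafish TRPN1-YFP; read-out: % activation versus carbachol response; detection: intracellular calcium fluorescence with Fluo-8; doses: single test compound dose, 3 µM nominal, 0.3% DMSO; schedule: dye 1 h 37 °C plus 30 min RT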
# PPC-1+TRAIL kill: compounds killing PPC-1 cancer cells with TRAIL present (potentiator screen, no TRAIL-free arm) | cell killing (% activity), % at 4 µM | 220,000 tested, 0.41% active | AID 1443 | PPC-1 cells + TRAIL, ATPLite viability luminescence;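 active means cell killing above 50% in the first pass at 4 µM, then a duplicate retest at 5 µM averaging 50% or more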;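 further: plate controls were cells with TRAIL plus DMSO for no effect and medium-only wells lacking cells for full effect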
# Mdm2 ligase inh: inhibitors of human Mdm2 E3 ubiquitin ligase; Q00987; cell-based MDM2 ubiquitination luciferase reporter, 2 h; 0 = plate control, 100 = twice control, blank-subtracted; signal enhancement, % at 5 µM; 210,000 tested, 0.11% active;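 active means signal enhancement of 30% or more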;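 further: luminescence tracks abundance of the self-degrading MDM2-luciferase fusion protein; higher signal means inhibition of MDM2 E3 ligase activity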
# Target sequence (Q00987 whole entry, looked up, the tested form may be a part): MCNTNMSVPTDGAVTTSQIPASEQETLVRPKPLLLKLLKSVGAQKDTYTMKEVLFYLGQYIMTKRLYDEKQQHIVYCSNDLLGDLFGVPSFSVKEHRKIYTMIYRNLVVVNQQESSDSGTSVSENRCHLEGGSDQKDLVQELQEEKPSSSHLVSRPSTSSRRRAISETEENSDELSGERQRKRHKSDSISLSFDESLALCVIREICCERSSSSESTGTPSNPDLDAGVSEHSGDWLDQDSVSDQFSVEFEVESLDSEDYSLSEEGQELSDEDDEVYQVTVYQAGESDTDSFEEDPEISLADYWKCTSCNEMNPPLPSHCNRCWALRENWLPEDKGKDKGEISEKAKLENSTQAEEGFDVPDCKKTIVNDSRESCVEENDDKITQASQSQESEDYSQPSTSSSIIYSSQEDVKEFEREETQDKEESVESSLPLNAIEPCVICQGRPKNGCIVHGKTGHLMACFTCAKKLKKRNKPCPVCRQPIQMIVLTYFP
#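 Material: Stable MDM2–luciferase fusion reporter cells | Amount: 2000 cells seeded into each well | Dosing: One concentration, 5 µM, with 0.2% DMSO | Incubation: 4 h cell settling then 2 h compound exposure, 37 °C | Measured by: Luciferase luminescence | Read-out basis: % enhancement relative to plate controls after blank subtraction | Benchmarks: Control and blank well means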
# TRPML3 agonist: activates the human TRPML3 channel; HEK293 TRPML3-YFP, Fluo-8 calcium fluorescence; 100% = the carbachol control signal; 220,000 tested, 0.29% active; activation, % at 3 µM; Q8TDD5;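 active means activation above its plate's cutoff, the mean activation of the plate's test wells plus 3 SD, cut at about 12% in these data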;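 further: 0% = DMSO only wells and 100% = carbachol wells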
#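 Test system: TRPML3-YFP stable HEK293 cells. Doses: single point at 3 µM. Incubation: dye loading 1 h 37 °C then 30 min ambient, 125 s read. Signal: Fluo-8 calcium dye fluorescence, ex 470-495, em 515-575 nm. Measure: percent activation from peak-to-basal fluorescence ratio, scaled between DMSO and carbachol.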
# The depositor's hits bear a star; x = no result given.
# Values run as follows: EBV gp42 inh, Runt-SMMHC FRET, p47phox inh, TNF death inh, CHOP inhibitor, TRPN1 ag, PPC-1+TRAIL kill, Mdm2 ligase inh, TRPML3 agonist
CCOC(=O)c1cnc(-n2nc(C)cc2C)nc1N1CCOCC1
  13.5, -3.1, 11.8, 0.1, 6.5, 0.3, -7.9, -11.7, 0.7
NC(=O)c1ccc(N=C2C(=O)Nc3ccc([N+](=O)[O-])cc32)cc1
  -23.4, -6.0, -0.8, 0.2, 12.1, 0.9, 17.0, -2.2, 0.0
CS/C(=N\S(=O)(=O)c1ccc(Cl)cc1)c1ccccc1
  3.6, 0.6, -4.2, -3.8, 77.3*, 0.8, 32.5, 10.3, -0.2
COc1ccccc1NC(=S)N1CC(C)OC(C)C1 (centres undefined)
  -8.4, -0.5, 1.3, -0.9, 3.3, 0.9, 7.1, -6.8, 0.8
O=C(c1ccc(C(F)(F)F)cc1)N1CCC(=O)N(C(COCc2ccc(C(F)(F)F)cc2)Cc2ccccc2)CC1 (centres undefined)
  -13.2, -10.0, 2.9, -2.4, 24.0, 1.3, 6.9, x, 0.6
NS(=O)(=O)c1ccc(CCNC(=O)C2CCN(S(=O)(=O)c3ccccc3)CC2)cc1
  -3.5, -1.0, 6.8, -0.7, 8.4, 0.9, -9.0, -9.2, 1.0
O=C(CC(=O)Nc1ccccc1C(=O)O)NNC(=O)Cc1ccccc1
  -7.0, -6.7, -0.8, 3.5, -4.3, -2.3, 21.2, -2.4, 0.0
O=C(COc1ccc(S(=O)(=O)NCc2ccccc2)cc1Cl)N1CCOCC1
  -8.9, 2.0, -5.4, -1.3, 12.0, 3.9, -8.3, -13.7, 1.0
CN1CCN(C(=O)C2=C[C@@H](c3csc4ccccc34)C[C@@H](OCc3ccc(CO)cc3)O2)CC1
  -7.9, -0.3, x, 5.1, 14.6, 2.5, 22.6, x, 1.4
O=C(O)c1ccccc1NN=C1CCCCC1
  -8.9, 1.5, 10.8, 2.0, -3.0, -0.6, 15.9, -11.1, 0.5
COc1ccc(C(c2nnnn2CC2CCCO2)N2CCC(C(N)=O)CC2)cc1 (centres undefined)
  -6.2, -0.7, -6.1, 0.1, 12.2, 0.7, 17.2, 1.7, 0.2
O=C(O)CC(C(=O)O)n1nc(-c2ccccc2)cc1-c1ccccc1 (centres undefined)
  -16.6, -0.5, -3.2, 2.3, 11.3, 1.4, 6.8, -8.3, 0.4
O=C(O)CC(NC(=O)c1sc2ccccc2c1Cl)c1ccc(OC2CCCC2)cc1 (centres undefined)
  -18.6, -16.8, -11.8, 1.6, 8.2, -0.8, -2.2, -14.6, -0.4
COc1ccccc1NC(=O)C1C2C=CC(O2)C1C(=O)O (centres undefined)
  -24.7, 8.6, 1.1, -2.1, 1.4, 1.9, 14.0, -13.4, 0.8
CC1CCCCC1NC(=O)COC(=O)c1ccc2ccccc2n1 (centres undefined)
  -24.2, -0.1, -29.1, -0.2, -6.3, 2.2, 18.3, -23.6, 0.6
O=C(CSc1nnc(-c2ccccn2)n1Cc1ccco1)c1ccc(-c2ccccc2)cc1
  -17.7, 14.6, -27.2, 1.0, 39.8, -0.6, -14.4, -5.3, -0.1
N#C/C(=C\c1ccc(OC(=O)c2ccc(Br)s2)cc1)c1nc2ccccc2[nH]1
  11.0, -87.3, 5.3, 1.1, 100.0*, 0.5, 18.0, -0.5, 0.5
Cn1sc(=O)c2cc(S(=O)(=O)NC3CC3)ccc21
  -22.9, 38.1, 7.2, -21.0, 21.4, -0.1, 18.4, -11.2, 0.7
CCOC(=O)NC(=O)COC(=O)c1ccc(O)cc1
  1.2, -1.4, -4.3, -0.9, 13.6, 0.7, -2.2, 7.0, -1.6
O=C(Cc1ccc(F)cc1)N/N=C/c1ccc(-c2ccc(Cl)c(C(=O)O)c2)o1
  -3.9, 2.2, -29.5, 1.3, 14.8, 0.4, 3.7, 3.5, 0.2
O=[N+]([O-])c1ccc(N2CCCC2)nc1N1CCCC1
  12.3, -4.4, -11.8, -2.7, 4.5, -1.5, 11.1, -9.2, -0.4
CCN(c1ccccc1)S(=O)(=O)c1cc(C(=O)Oc2ccc3c(C)cc(=O)oc3c2)ccc1C
  -32.1, 25.1, -38.8, 0.9, 1.0, -0.6, 18.8, -19.9, -0.5
N#Cc1c2n(c(=S)n(-c3ccc(OC(F)F)cc3)c1=O)CCCCC2
  0.6, 0.6, -0.5, 0.0, -4.7, 2.0, x, -12.8, 1.0
O=C1Nc2cc(Cl)c(Cl)cc2N(O)N1c1cc(Cl)cc(Cl)c1
  3.6, 0.0, -14.3, -1.1, -15.3, 0.2, 13.4, -14.3, 0.1
Cc1cccc(C(=O)Nc2nnc(-c3ccncc3)o2)c1
  8.2, -3.1, -1.2, -0.5, 6.2, 0.6, 33.0, -11.6, 0.4
N#C/C(=N\Nc1cc(Cl)cc(Cl)c1)c1nnc2n1CCCCC2
  18.9, -10.3, -9.6, -0.8, 38.8, 1.9, 18.5, -9.0, 1.1
COc1cc(CCCN2C(N)=NC[C@H]2Cc2ccc(O)cc2)cc(OC)c1OC
  -12.9, 0.0, -5.1, -0.2, -1.8, x, -3.6, -7.2, x
COc1cc(S(=O)(=O)NCc2cccnc2)c(OC)cc1Br
  -4.8, 3.1, -10.0, -0.9, 15.3, 1.0, -10.2, -15.8, 0.4
O=[N+]([O-])c1ccc(N/N=C/c2cn(-c3ccccc3)nc2-c2ccccc2)cc1
  -19.4, -30.8, -7.8, -10.3, 14.4, 0.1, 13.7, -1.7, 0.3
CN(C)CCCN(C(=O)c1cccc(N2C(=O)CCC2=O)c1)c1nc2cc3c(cc2s1)OCO3
  8.0, 1.5, -2.4, 1.8, 9.6, -0.5, 25.6, -7.9, 0.4

# The listing continues.
# Values run as follows: EBV gp42 inh, Runt-SMMHC FRET, p47phox inh, TNF death inh, CHOP inhibitor, TRPN1 ag, PPC-1+TRAIL kill, Mdm2 ligase inh, TRPML3 agonist
Cc1ccc(/C=C/S(=O)(=O)Nc2ccc(C)cc2)cc1
  -6.5, -1.1, -18.4, 0.0, 48.0, -1.1, 5.2, -12.1, -1.0
Cc1nc(NC(=O)c2ccccc2)sc1-c1csc(NCCc2ccccc2)n1
  0.4, -2.9, -37.2, 3.9, 19.6, 0.5, -5.8, 4.5, 1.3
C=CCn1c(SCc2cc(C(=O)OC)c(C)o2)nnc1-c1ccncc1
  3.0, -5.7, -6.9, -1.9, -2.2, 1.0, 14.4, 3.8, 0.8
CCCCOC(=O)Nc1nccs1
  -6.9, -3.0, -14.0, -1.2, 31.4, -1.5, 20.8, 7.7, 0.1
COc1ccc2nc(N3C(=O)CC(C(C)c4ccccc4)C3=O)sc2c1 (centres undefined)
  -4.0, 0.3, -2.6, 0.5, 12.9, 1.6, 1.6, -3.6, -0.2
COc1ccc(C)cc1NC(=S)NC12CN3CN(CN(C3)C1)C2
  3.9, -4.2, -0.6, 1.4, -4.6, 0.3, 20.4, -2.7, 0.8
CCOC(=O)N1CCC(NC(=O)c2cc3c(=O)[nH]c4ccccc4c3n2C)CC1
  -16.0, 1.9, -7.8, 0.9, 2.7, 0.7, -19.8, -21.4, 0.9
O=C(O)c1cccc(CN2C(=O)S/C(=C/c3ccccc3[N+](=O)[O-])C2=O)c1
  -9.9, -2.3, -5.2, -2.1, 28.7, -0.6, 25.2, -16.0, -0.2
Cc1cccc(N(CC(=O)NCc2ccco2)C(=O)CCC(=O)Nc2ccccn2)c1
  3.8, 4.5, -4.2, 2.8, 9.7, 0.4, 3.3, -6.4, 0.6
COc1ccccc1NC(=O)C(CC(C)C)NC(=O)C1CCCCC1 (centres undefined)
  7.0, -4.0, 4.2, -0.4, 7.0, -0.1, 9.8, 9.7, -0.3
Cc1c(Br)c([N+](=O)[O-])nn1C(C)C(=O)NCC1CCCO1 (centres undefined)
  2.5, -3.3, 4.5, -0.5, -1.6, 0.5, 20.3, -3.9, 1.0
O=C(NCC1CCCO1)c1ccc2c(=O)n(CC3CCCO3)c(=S)[nH]c2c1 (centres undefined)
  -17.0, -2.0, -13.7, 0.0, 0.7, -0.1, 7.2, -23.6, 1.7
CC(C)CNC(=O)c1ccccc1NC(=O)c1ccc(CSc2ccccc2)cc1
  -3.1, -2.7, -15.5, 0.7, 31.3, 0.8, 13.5, -86.2, -0.2
COc1ccc(C(=O)NCCc2nnc3ccc(SCC(=O)Nc4cc(C)on4)nn23)cc1
  -6.5, 0.0, 2.0, 0.9, -13.4, 1.0, -8.8, 1.7, 0.9
CCSc1nnc(-c2ccc(S(=O)(=O)N3CCCC3)cc2)n1C
  -9.5, -7.9, -4.5, -1.9, 5.5, 0.7, 17.8, 12.1, 0.2
Cc1cc(C)nc(/N=c2/ssnc2Cl)c1
  -15.1, 25.7, -0.6, -14.5, 96.2*, 1.4, 2.2, 5.7, 1.0
CCC(=O)c1ccc(OCC(=O)OCC(=O)Nc2sccc2C(N)=O)cc1
  -20.6, 0.8, -13.4, 0.5, 19.0, 13.2, 6.2, -1.4, 5.6
CC(C)c1nc(C#N)c(N2CCOCC2)o1
  -9.8, -0.1, 9.1, -1.5, -21.7, -1.0, 8.5, 3.6, -0.4
Cc1ccccc1OCCNc1cc(N2CC(C)NC(C)C2)ccc1[N+](=O)[O-] (centres undefined)
  -1.1, -1.1, -0.7, -7.5, 16.2, 7.2, 1.1, -6.9, 2.6
O=C(c1ccccc1Cl)N1CCn2c1nc1ccccc12
  -17.0, -0.4, 1.0, -0.8, 7.7, -2.2, 7.8, 12.3, -0.9
CCSc1nnc(NC(=O)COc2ccccc2[N+](=O)[O-])s1
  4.5, -3.6, -1.6, 2.5, 4.8, -1.4, 13.0, 0.4, 0.9
Clc1cccc(CSc2ncn(-c3ccccc3)n2)c1
  -7.0, -4.8, -13.3, 1.2, 92.5*, -0.6, 13.2, x, 0.2
Cc1c(NC(=O)C(C)Sc2n[nH]c(N)n2)c(=O)n(-c2ccccc2)n1C (centres undefined)
  -11.8, -7.3, -10.0, 0.7, -38.0, 0.5, 8.0, -13.2, 0.5
O=C(Nc1ccc(Cl)cc1F)C1CC1
  -12.2, 0.6, -1.2, 2.1, -39.6, 1.8, 12.6, -5.3, 0.1
CCOC(=O)C(=O)Nc1sc(C(=O)N(CC)CC)c(C)c1C#N
  -8.1, 0.6, 13.6, -0.4, -2.1, -0.4, 5.1, -0.3, 1.1
CC(C)C(=O)Nc1ccc2oc(-c3cc(F)c(F)cc3Cl)nc2c1
  -15.4, 4.1, -14.6, 2.4, 5.2, -0.6, -3.4, x, 0.1
COc1ccccc1-c1cc(C(=O)Nc2c(F)cc(F)cc2Br)no1
  -40.7, -49.0, -43.8, 2.0, 39.5, 0.6, 3.9, 0.4, -0.1
Cc1ccc(C)c(OCC(O)CN2CCN(CCN3C(=O)c4cccc5cccc(c45)C3=O)CC2)c1 (centres undefined)
  -5.7, 3.2, 4.5, -7.0, 42.4, -2.1, 19.5, 15.1, -1.2
